# N370S GC: qHTS Assay for Inhibitors and Activators of N370S glucocerebrosidase as a Potential Chaperone Treatment of Gaucher Disease. AID 2101, 2009. hit rate 0.092% among 330,000. N370S GC spleen homogenate, 4MU-glucoside fluorescence. Potency, µM (series often up to 59.4 µM), for the others: top-dose activity change, negative = inhibition, actives largely listed as inhibitors. Lysosomal acid glucosylceramidase (Homo sapiens), P04062;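 further: 0% = full enzyme activity and -100% = no enzyme basal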
# TDP1 inh: qHTS Assay for Inhibitors of Tyrosyl-DNA Phosphodiesterase (TDP1); recombinant TDP1, AlphaScreen DNA substrate cleavage; Tyrosyl-DNA phosphodiesterase 1 (Homo sapiens), Q9NUW8; AID 485290, 2010; hit rate 0.28% among 350,000; Potency, µM (top dose mostly 130 µM), for inactives: top-dose activity change, negative = inhibition, actives largely listed as inhibitors; further: nearly all actives have a fitted effect of over 40% in size
# Target sequence (Q9NUW8 whole entry, looked up): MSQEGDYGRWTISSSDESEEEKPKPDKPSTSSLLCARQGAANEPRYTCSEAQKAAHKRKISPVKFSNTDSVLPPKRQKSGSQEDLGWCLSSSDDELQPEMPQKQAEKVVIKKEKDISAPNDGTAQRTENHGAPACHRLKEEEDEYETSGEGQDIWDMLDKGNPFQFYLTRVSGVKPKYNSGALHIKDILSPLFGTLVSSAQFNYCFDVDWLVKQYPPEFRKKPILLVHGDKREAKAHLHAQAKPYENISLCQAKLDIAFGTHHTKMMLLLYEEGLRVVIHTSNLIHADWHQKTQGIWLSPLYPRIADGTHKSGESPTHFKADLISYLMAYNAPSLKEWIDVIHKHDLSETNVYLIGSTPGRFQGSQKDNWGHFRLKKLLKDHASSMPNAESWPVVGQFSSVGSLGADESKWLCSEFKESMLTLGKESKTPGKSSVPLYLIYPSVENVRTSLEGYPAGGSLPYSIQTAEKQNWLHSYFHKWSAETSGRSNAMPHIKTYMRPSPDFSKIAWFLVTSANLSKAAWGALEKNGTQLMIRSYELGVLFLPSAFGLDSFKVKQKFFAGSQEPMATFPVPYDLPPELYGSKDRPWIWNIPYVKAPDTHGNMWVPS
#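 Recombinant human Tdp1 (E. coli-expressed, 1 nM final) preincubated with compounds 15 min at room temperature, then 5'-biotin/3'-phosphotyrosine-FITC DNA substrate (15 nM final) added for 5 min. AlphaScreen beads (10 ug/ml final) added 10 min; cleavage lowers signal.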
# DT40 TDP1 no CPT: qHTS for Inhibitors of human tyrosyl-DNA phosphodiesterase 1 (TDP1): qHTS in cells in absence of CPT. DT40 Tdp1-/- hTDP1 cells, no CPT, ATP luminescence, 48 h. Potency, µM (titrated, usually from 46.2 µM), inactives show top-dose activity change, negative = growth inhibition, actives largely listed as inhibitors. hit rate 15% among 420,000. AID 686978, 2013; further: nearly all actives have a fitted effect of over 55% in size
#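 DT40 Tdp1-/-;hTDP1 cells, no CPT (DMSO vehicle only), 400 cells/well; compounds pin-transferred; ≥48 hr, 37 °C; CellTiter-Glo 30 min RT dark, luminescence read.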
# * hit, by the source's call; ? = inconclusive; . = no result given; & = joins results of further samples; [ ] = another dose, or the depositor's remark. The call rests on the fitted dose curve; in most records, active means well fitted curve in the direction sought with a large enough effect; inconclusive means small, poorly fitted or top-dose-only effect, or another doubt; inactive means no such curve, though single readings can be large; an effect the other way counts as inactive or inconclusive. Unless noted, on the % scale 0 is the no-effect control and ±100 the full control effect; potency means the concentration at half of the fitted maximal effect. The list is partial, so the mix of outcomes need not match the whole.
canonical_smiles	N370S GC	TDP1 inh	DT40 TDP1 no CPT
CC(C)C(NS(=O)(=O)c1ccccc1F)C(=O)OCC(=O)NCc1ccco1 (stereo not given)	2%	0%	14%
COc1cccc(NC(=O)c2cc(-c3cccnc3)nc3c(Cl)cccc23)c1	3%	4%	?
Cc1cc(C(=O)CN2C(=O)C(=O)N(C)C2=O)c(C)n1-c1cccc(S(=O)(=O)N2CCOCC2)c1	0%	4%	-20%
COc1ccc(CCNC(=O)CSc2nnnn2-c2ccc(OC)c(OC)c2)cc1OC	-8%	4%	4%
Cc1ccc2nc(SCC(=O)Nc3cccc(S(N)(=O)=O)c3)[nH]c2c1	6%	4%	3%
CN(C)C(=O)c1ccc(-c2ccc3ncnc(Nc4ccccc4)c3c2)cc1	-5%	.	1.5µM*
CCN1CCN(CCC(=O)Nc2cc(OC)cc(OC)c2)CC1	4%	.	-2%
CCN(CC)C(=S)Nc1c(C)n(C)n(-c2ccccc2)c1=O	5%	2%	5%
CN1C(=O)C(O)(C2CCCCCC2=O)c2ccccc21 (stereo not given)	2%	.	-4%
O=C(CNc1cccc(F)c1)Nc1cccc(S(=O)(=O)N2CCCCC2)c1	-7%	2%	-10%
COc1ccc(CCNC(=O)c2cc(Nc3cc(C)cc(C)c3)nc3ccccc23)cc1OC	.	0%	8.2µM*
COc1ccccc1CCNC(=O)C(=O)NCC(c1ccco1)S(=O)(=O)c1ccc(C)cc1 (stereo not given)	.	0%	?
COc1ccc(/C=C/C(=O)Nc2ccc(C34CC5CC(CC(O)(C5)C3)C4)cc2)cc1OC	-18%	0%	1.3µM*
COc1ccc(C(C)C)cc1S(=O)(=O)NCC1CCCO1 (stereo not given)	0%	.	3%
O=C1c2ccccc2C(=O)N1CCCc1cn(C[C@H]2CC[C@@H]([C@@H]3CC[C@H](Cn4cc(CCCN5C(=O)c6ccccc6C5=O)nn4)O3)O2)nn1	-16%	.	-6%
COc1ccc(NC(=O)CCOc2ccc(C)cc2)cc1S(=O)(=O)N1CCCCC1	.	0%	?
CCCCNC(=O)c1cn(CC(C)C)c(=O)c2c1c1ccccc1n2C	-10%	.	-6%
Cc1ccc(NC(=S)N2CCc3[nH]c4ccccc4c3C2)cc1	4%	10%	?
O=C(Nc1cccc(C(F)(F)F)c1)N1CCC(CN2CCCCCC2)CC1	.	2%	?
O=C(CSc1nc2ccccc2nc1SCC(=O)N1CCCCC1)N1CCCCC1	18%	9%	?
CCN1CCN(C(=O)Cn2ncc3c4ccccc4n(Cc4ccccc4)c3c2=O)CC1	.	5%	15µM*
CCOc1ccc(CCNC(=O)CN2C(=O)NC3(CCCCC3C)C2=O)cc1OCC (stereo not given)	-2%	.	-26%
COc1ccc(C(=O)NC2CCN(S(=O)(=O)Cc3ccccc3)CC2)c(OC)c1	0%	2%	-4%
CCCCn1c(N)c(N(CCOC)C(=O)COC(=O)COc2cc(C)ccc2Cl)c(=O)[nH]c1=O	-7%	4%	-19%
COCCN(C(=O)COC(=O)CCCOc1ccccc1)c1c(N)n(Cc2ccccc2)c(=O)[nH]c1=O	10%	-14%	?
Clc1ccccc1CSc1nc(NCCc2ccccc2)c2ccccc2n1	.	-4%	13µM*
COc1ccc(COC(=O)NC2CCN(S(=O)(=O)c3ccc(OC)cc3)CC2)cc1	1%	1%	?
COc1ccccc1C(=O)Nc1ccc(-c2nnn(CC(=O)N3CCOCC3)n2)cc1	7%	2%	-27%
CNS(=O)(=O)c1cc(C(=O)O)ccc1OC	-1%	-3%	?
CCOC(=O)c1c(NC(=O)CN2CCCCC2)sc(CN(C)C)c1-c1ccccc1	3%	8%	?
CN(C)N1C(N)=C(C#N)C(c2ccccc2F)C2=C1CC(C)(C)CC2=O (stereo not given)	-7%	.	-2%
Cc1ccc(NC(=O)C2CC(Cl)=CCC2C(=O)O)c([N+](=O)[O-])c1 (stereo not given)	-7%	0%	?
Cc1cccc(C)c1NC(=O)C(c1ccccc1)N1CCC1=O (stereo not given)	1%	2%	?
Cc1ccc(NC(=O)CSCc2ccc(F)cc2)cc1	-19%	0%	?
O=C1N/C(=C\c2ccc(N3CCOCC3)c(F)c2)C(=O)N1Cc1ccccc1	-16%	3%	-10%
CC(=O)c1ccc2c(c1)c(C#N)c1ccccc1[n+]2[O-]	1%	.	18µM*
COC(=O)[C@@H]1C[C@H]2CC[C@H](O)C[C@H]2N1Cc1ccccc1OC(=O)c1cccs1	?	8%&4%	7%
Cc1ccc2occ(/C=N/NC(=O)c3ccccc3Br)c(=O)c2c1	3%	3%[56.1 µM]	-28%
COc1nc(-c2ccccc2)ccc1-c1noc(-c2ccco2)n1	9%	5%	0%
COc1ccccc1N1CCN(C(=O)c2ccc(-c3nc4ccccc4s3)o2)CC1	.	6%	16µM*
COC(=O)c1nc(N)sc1-c1ccc(Cl)cc1	-9%	5%	-22%
COc1ccc(-c2nc3cnc(N4CCOCC4)nc3n(CCc3ccccc3)c2=O)cc1	5%	.	18%
COc1ccccc1C(=O)NC(=O)COC(=O)C1CC1	-1%	.	-1%
CCCCCC(=O)/C=C/[C@@H]1[C@@H](C/C=C\CCCC(=O)O)[C@@H](O)C[C@H]1O	-1%	4%	.
COc1ccc(NC(=S)N(Cc2cccnc2)Cc2cc3cc(OC)c(OC)cc3[nH]c2=O)cc1	20%	1%	?
CC(C)C1N=C2c3ccccc3N=C(SCC(=O)NCCc3ccc(S(N)(=O)=O)cc3)N2C1=O (stereo not given)	25%	11%	-15%
COc1cc(-c2nnc(SCC(=O)NC3CCCC3)n2C)cc(OC)c1O	-7%	.	4%
CN1CCN(CC(O)Cn2c3ccccc3c3ccccc32)CC1 (stereo not given)	-13%	.	?
O=C(c1cc2ccccn2n1)N1CCN(Cc2ccccc2)CC1	-7%	5%	-9%
CC(=O)Nc1ccc(/C=C2\CCc3ccccc3C2=O)cc1	-3%	.	-25%
CC1CCN(C(=O)c2ccc(CS(=O)(=O)Cc3ccccc3)cc2)CC1	-13%	2%	?
Cc1cc(OCC(=O)Nc2ccc(S(=O)(=O)N3CCN(C)CC3)cc2)ccc1Cl	9%	5%	?
O=C(CNC(=O)c1ccc(Br)o1)OCC(=O)c1cccc([N+](=O)[O-])c1	11%	-1%	?
CC(C)C(NC(=O)C12CC3CC(CC(C3)C1)C2)C(=O)O (stereo not given)	4%	8%	-8%
CC(NC(=O)c1ccc(F)cc1)C(=O)NC1=NCCS1 (stereo not given)	9%	3%	-8%
CCc1nn(Cc2c(C)cc(C)cc2C)c(=O)c2cc3cc(C)ccc3n12	.	-5%	0%

# Entries listed so far that have a nitro group on carbon, in the order listed:
canonical_smiles	N370S GC	TDP1 inh	DT40 TDP1 no CPT
Cc1ccc(NC(=O)C2CC(Cl)=CCC2C(=O)O)c([N+](=O)[O-])c1 (stereo not given)	-7%	0%	?
O=C(CNC(=O)c1ccc(Br)o1)OCC(=O)c1cccc([N+](=O)[O-])c1	11%	-1%	?

# Entries of single compounds, looked up by structure.
# Results for CC(=O)c1ccc2c(c1)c(C#N)c1ccccc1[n+]2[O-] : N370S GC = 1%; TDP1 inh = .; DT40 TDP1 no CPT = 18µM*
# Results for COc1ccccc1C(=O)NC(=O)COC(=O)C1CC1 : N370S GC = -1%; TDP1 inh = .; DT40 TDP1 no CPT = -1%

# Next entries follow.
canonical_smiles	N370S GC	TDP1 inh	DT40 TDP1 no CPT
CCOc1ccc(NC(=O)CSc2nc3ccsc3c(=O)n2CC)cc1	.	0%	-20%
N#CC1=C(SCC(=O)Nc2ccc(C(=O)O)cc2)NC(=O)CC1c1ccco1 (stereo not given)	-12%	.	-2%
COc1ccc(N2CC(O)(c3ccc(C)cc3)[N+]3=C2CCCC3)cc1 (stereo not given)	0%	2%	-6%
Nc1nnc(SCC(=O)Nc2cc(S(=O)(=O)N3CCOCC3)ccc2Cl)s1	-3%	5%	-14%
CCN(CC)C1CCN(C(=O)c2ccc3nc(Cc4ccc(OC)cc4)oc3c2)C1 (stereo not given)	-5%	.	-12%
O=C(O)c1cc2nc(-c3cccs3)cc(C(F)(F)F)n2n1	2%	-2%	-6%
Cc1ccc(C(=O)CCC(=O)Nc2ccccc2F)cc1	-14%	.	19%
O=c1nc(N2CCCCC2)nc(Nc2ccccc2)[nH]1	-11%[12.8 µM]	1%	-11%
O=C(NC12CC3CC(CC(C3)C1)C2)c1ccccc1O	24%	2%	?
O=C(C[n+]1ccc(C(=O)N/N=C/c2ccc(Br)cc2)cc1)c1ccccc1	-8%	8%	-11%
CCOC(=O)C1=C(CS(=O)(=O)c2ccc(OC)c(Cl)c2)NC(=O)NC1c1cccc(OC)c1 (stereo not given)	.	6%	?
Cc1ccccc1NC(=O)Cc1nc(-c2ccc3ccccc3c2)cs1	6%	4%	?
Oc1ccc(/C=N/N(Cc2ccccc2)c2ccccc2)c(O)c1O	-14%	10%	18µM*
O=C(Nc1cccnc1)c1ccc(COc2cc(Cl)ccc2Cl)o1	-2%	0%	18µM*
CCn1c(=O)c2sccc2n2c(CCC(=O)Nc3cc(C)cc(C)c3)nnc12	.	6%	-3%
CCCCn1c(N)c(N(CC)C(=O)c2ccc([N+](=O)[O-])c(C)c2)c(=O)[nH]c1=O	-2%	0%	-7%
Cc1nc([N+](=O)[O-])c(C(=O)OCc2ccc(C#N)cc2)n1C	-3%	3%	0%
Cc1cccc(NC(=O)C(C)SCc2ccccc2)c1 (stereo not given)	-2%	0%	-2%
COc1ccccc1CNc1nc2c(S(=O)(=O)c3ccccc3)nnn2c2ccc(Cl)cc12	.	-2%	?
COC(=O)C(Cc1ccccc1)OS(N)(=O)=O (stereo not given)	-6%	.	-1%
CCC1CCCCN1C(=O)COC(=O)CN(C)S(=O)(=O)c1ccc(NC(C)=O)cc1 (stereo not given)	0%	6%	-13%
CC(=O)NC1C(=O)N(Cc2ccccc2)c2ccc(Br)cc21 (stereo not given)	23%	1%	?
COc1ccc(C(=O)c2sc(Nc3cccc(OC)c3)c(C(=O)Nc3cccc(C)c3C)c2N)cc1	.	8%	10µM*
COc1ccc2[nH]c(=O)c(CN(CCc3ccccc3)Cc3nnnn3CC3CCCO3)cc2c1 (stereo not given)	11%	6%	29µM*
CCC(=O)NNc1ncnc2c1cnn2-c1ccccc1	0%	5%	-1%
CCCNC(=O)C1CCC(Cn2c(=O)c3sccc3n(CC(=O)N3CCCC3)c2=O)CC1 (stereo not given)	.	3%	4%
CCOC(=O)C1CCN(c2nc3ccccc3n2CC(=O)c2ccccc2)CC1	-6%	-4%	-16%
O=C(CCSc1ccccc1)Nc1nccs1	0%	-3%	12%
CCn1c2ccccc2c2cc(CN3CCN(Cc4ccc(Br)cc4)CC3)ccc21	.	-6%[12.3 µM]	15µM*
CCOC(=O)c1c(-c2ccccc2)csc1NC(=O)c1cc(-c2cccc(OC)c2)on1	.	-4%	9%
Cc1ccc(S(=O)(=O)Nc2nc(C)cc(-n3nc(C)cc3C)n2)cc1	?	4%	-2%
O=C(Cc1cccs1)N1CCC(c2nc3c(nnn3Cc3ccccc3)c(=O)[nH]2)CC1	4%	-5%	-16%
COc1ccc(CCNC(=O)CSc2nc3ccsc3c(=O)n2CC2CCC(C(=O)O)CC2)cc1OC (stereo not given)	0%	5%	8%
COc1cc(NC(=O)CN2C(=O)COc3ccc(S(=O)(=O)N4CCOCC4)cc32)cc(OC)c1	-3%	2%	-3%
COC(=O)c1c(SCc2ccc(C#N)cc2)nc(=O)[nH]c1C	10%	-7%	-19%
O=S(=O)(CCN1C=CC(C(F)(F)F)=NCC1)c1ccc(Cl)cc1Cl	-1%	3%	-23%
CC[C@H](C)[C@H](NC(=O)[C@H](C)NC(=O)[C@@H](N)C(C)C)C(=O)N[C@H](C(=O)N[C@H](C(=O)N[C@@H](CC(C)C)C(=O)N[C@H](C(=O)N[C@@H](CCCCN)C(=O)O)C(C)C)C(C)C)[C@@H](C)O	-24%	11%	.
CCOC(=O)N1CCN(C(=O)C2CCN(S(C)(=O)=O)CC2)CC1	-6%	3%	-4%
CC(OC(=O)c1cn(-c2ccccc2)nc1-c1cccnc1)C(N)=O (stereo not given)	10%	3%	-13%
CCN(CC)S(=O)(=O)c1ccc2c(c1)c(=O)c(C(=O)NCc1ccco1)cn2C	4%	-1%	?
C=CCc1cccc(C=Nc2cc(Br)ccc2O)c1O	-19%	3%	?
